DAGLB inh: blocks human DAGLB lipase activity; HEK293T DAGLB membrane lysate, EnzChek fluorogenic substrate; inhibition, % at 5.17 µM; actives 0.059% (n = 340,000); AID 504411; in the data active = inhibition above about 34%;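 also: 0% = enzyme with vehicle and 100% = wells lacking enzyme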
RTF Ca sens inh: cardiac RTF calcium desensitization. AID 493244. IANBD-labeled cardiac RTF, Ca2+ fluorescence. inhibition, % at 7.15 µM. actives 0.12% (n = 340,000);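 active = inhibition above the mean inhibition of all tested compounds plus 3 SD, cut at about 17% in these data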;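 also: assay run at fixed EC70 calcium of 1.6 mM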
C-LANA FP: inhibitors of KSHV LANA C-terminal domain DNA binding | MBP-C-LANA/FAM-LBS DNA binding, fluorescence polarization | inhibition, % at 9 µM | actives 0.078% (n = 340,000);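 active = highest replicate inhibition at or above 60% at 9 µM, even if other replicates fall short; inactive = all replicates below 60% inhibition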;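 also: 0% = neutral control wells and 100% = 4 µM acridine orange control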
CAL PDZ FP-1: CAL PDZ (human) peptide binding inhibition; AID 602252; actives 0.92% (n = 300,000); inhibition, % at 24.9 µM; purified CAL PDZ, TMR-peptide fluorescence polarization, 1 h; Q9HD26;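 active = mean inhibition of at least 30% with at least half of replicates also reaching 30%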;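 also: 0% = DMSO neutral control and 100% = excess unlabeled competitor peptide PRC23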
NSD2 HMT inh: NSD2 (human) methyltransferase inhibition; inhibition, % at 12.5 µM; O96028; AID 743445; actives 0.54% (n = 310,000); NSD2 peptide methylation, AlphaScreen, 120 min; in the data active = inhibition above about 50%
CAL PDZ FP-2: blocks peptide binding to human CAL PDZ domain | Q9HD26 | purified CAL PDZ, TMR-peptide fluorescence polarization, 1 h | inhibition, % at 20 µM | actives 0.02% (n = 330,000) | AID 504414;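 active = highest replicate inhibition of at least 40%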;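 also: plate controls were DMSO neutral control wells for no effect and unlabeled competitor peptide control wells for full effect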
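Material: tagged CAL PDZ protein CerCALP, purified; buffer or medium: sodium phosphate/NaCl buffer pH 7.4 with TCEP, IgG, Thesit; also added: fluorescent TMR peptide probe; schedule: 1 h incubation at room temperature before polarization reading; technique: fluorescence polarization from S- and P-plane intensities, G-factor corrected; control set: unlabelled peptide and DMSO controls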
Keap1-Nrf2 PPI: Keap1-Nrf2 (human) interaction inhibition; Keap1 Kelch-Nrf2 peptide fluorescence polarization, 1536-well; inhibition, % at 9.4 µM; actives 0.15% (n = 340,000); in the data active = inhibition above about 12%;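 also: human Keap1 Kelch domain with fluorescein labeled Nrf2 9mer peptide probe; 0% = neutral control wells and 100% = peptide positive control; higher means more block of Keap1 binding to Nrf2 peptide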
Target sequence (Q14145 whole entry, looked up, the tested form may be a part): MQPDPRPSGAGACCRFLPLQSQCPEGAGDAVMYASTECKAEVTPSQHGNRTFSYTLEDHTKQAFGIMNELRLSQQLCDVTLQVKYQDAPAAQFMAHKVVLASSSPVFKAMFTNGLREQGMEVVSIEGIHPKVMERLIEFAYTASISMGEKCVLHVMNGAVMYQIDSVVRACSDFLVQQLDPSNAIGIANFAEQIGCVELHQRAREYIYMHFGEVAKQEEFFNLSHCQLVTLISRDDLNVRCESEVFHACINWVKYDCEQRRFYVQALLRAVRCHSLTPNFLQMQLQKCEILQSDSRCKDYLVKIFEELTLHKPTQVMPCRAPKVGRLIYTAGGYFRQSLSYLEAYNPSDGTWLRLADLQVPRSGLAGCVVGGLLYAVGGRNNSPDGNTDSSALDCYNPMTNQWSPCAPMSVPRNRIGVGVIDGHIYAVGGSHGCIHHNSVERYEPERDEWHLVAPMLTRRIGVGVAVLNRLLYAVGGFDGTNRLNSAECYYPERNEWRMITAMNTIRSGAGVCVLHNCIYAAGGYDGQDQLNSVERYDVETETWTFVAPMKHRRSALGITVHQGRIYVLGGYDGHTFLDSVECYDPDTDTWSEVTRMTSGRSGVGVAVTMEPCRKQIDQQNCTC
Arrestin-AP2 inh: blocks beta-arrestin peptide binding to AP2 adaptin | FITC-arrestin peptide / GST-AP2 beads, flow cytometry; AP2 beta2 appendage carries R879A mutation | AID 504490 | actives 0.31% (n = 340,000) | inhibition, % at 10 µM;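 active = inhibition above a set limit, near 3 SD of compounds lacking own fluorescence, cut at about 54% in these data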;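 also: plate controls were DMSO wells for no effect and 5 µM unlabelled arrestin peptide for full effect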
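test system = AP2 appendage R879A on GSH beads | buffer or medium = PBS plus Tween 20 (0.05%) and BSA (0.1%) | incubation = 12 min plus 1 h, RT | detection = bead flow cytometry, FITC channel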
DSG3 Ab inh: blocks pemphigus antibody binding to human desmoglein-3 | P32926 | DSG3-coupled beads, scFv-anti-DSG3-GFP binding, flow cytometry; active compounds read low | binding (percent of control), % at 10 µM | actives 0.48% (n = 310,000);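 active = binding more than 3 SD below its plate's average and above zero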;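 also: hits lower antibody fragment binding to DSG3; some compounds called inactive have numbers as strong as hits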
V-ATPase pHluor: yeast V-ATPase proton transport regulation by pHLuorin; response, % at 10 µM; S. cerevisiae, pHLuorin cytosolic pH fluorescence; actives 0.37% (n = 350,000); AID 504577; in the data active = response mostly above about 7.3%, no sharp cut-off; inactive = mostly below about 5.4%; also: actives read high; inactives centre near 0; some compounds called inactive have numbers as strong as hits
An asterisk follows results filed as active; · = not tested or not shown.

SMILES	DAGLB inh	RTF Ca sens inh	C-LANA FP	CAL PDZ FP-1	NSD2 HMT inh	CAL PDZ FP-2	Keap1-Nrf2 PPI	Arrestin-AP2 inh	DSG3 Ab inh	V-ATPase pHluor
CCCCOc1ccccc1C(=O)N(Cc1ccc(C)o1)C1CCS(=O)(=O)C1 (configuration not stated)	3	-9	-1.3	-3	5	-3.5	6	3	103	1
CC(C)OCCCNC(=O)c1cccc(NC(=O)c2ccccc2)c1	-3	-13	0.8	-1	10	-2.1	4	-8	111	-2
Cc1cc(C)c(S(=O)(=O)N2CCN=C2c2ccccc2)c(C)c1	1	2	-0.7	-2	-1	-3.4	3	18	·	-4
COc1ccc(CCNC(=O)C2CCN(S(=O)(=O)c3ccc(C)cc3)CC2)cc1OC	-2	-5	-0.2	·	-2	-1.8	-2	-11	95	2
COc1ccc(NC(=O)c2cc3ccccc3o2)cc1S(=O)(=O)N1CCCCC1	-2	-1	1.2	1	-7	-1.0	-6	3	94	2
COC(=O)c1cc(OC)c(OCc2cc(C(=O)OC)oc2C)c(OC)c1	2	0	-1.1	-5	0	-3.3	-6	4	97	·
CNC(=O)CSc1nnc(-c2ccco2)n1-c1cc(C)ccc1C	-3	-1	-0.9	-4	-5	-1.3	-2	-20	97	4
COc1ccc(CN(CC(=O)NCC2CCCO2)C(=O)CCC(=O)Nc2cc(C)on2)cc1 (configuration not stated)	4	2	1.1	-1	2	-0.9	-6	3	102	-3
O=C(N/N=C/c1cccc(OC(=O)c2cccc(Br)c2)c1)c1cccnc1	-1	-3	1.0	-5	0	-4.5	3	-3	99	1
CCCCc1nc2cc(C(=O)NC3CCOC(C)(C)C3)ccc2o1 (configuration not stated)	-1	-11	0.5	-7	7	-2.0	3	22	128	-4
CCc1n[nH]c(=O)n1Cn1c(CC)n[nH]c1=O	-2	1	-1.5	·	-1	-0.2	-2	2	102	0
CC1(C)CC(=O)C=C(NCc2cccc(C(F)(F)F)c2)C1	0	-4	2.6	-5	-1	0.4	0	7	·	2
CCC(=O)N1CCc2cc(S(=O)(=O)N3CCN(C(=O)c4ccco4)CC3)ccc21	-2	-1	-2.3	0	0	-1.3	-3	2	97	-1
c1ccc(-c2cc(CSc3nc4ccccc4[nH]3)on2)cc1	-3	-3	-1.8	-7	0	-1.9	-1	10	107	-2
O=C1CCc2cc(S(=O)(=O)NCCCC(=O)N3CCN(Cc4ccc5c(c4)OCO5)CC3)ccc2N1	4	-5	3.0	-2	1	-3.9	2	27	98	3
COc1cccc(NC(=O)N2CCN(c3nc(-c4cccc(OC)c4)cs3)CC2)c1	-2	-13	0.2	1	-1	1.7	-5	5	102	-2
COc1ccc(OC)c(-n2c(-c3cnccn3)n[nH]c2=S)c1	4	-8	0.3	0	-1	-0.9	-3	17	100	9
O=C(c1ccco1)N1N=C(c2ccc(Br)cc2)CC1c1ccco1 (configuration not stated)	-11	-7	0.2	0	-1	-1.9	-1	-14	·	3
CCOC(=O)c1cn(CC(=O)Nc2ccc3c(c2)OCCO3)nn1	1	-4	-3.0	-5	-1	-0.2	-2	0	104	-3
O=C(NCCc1ccc(Cl)cc1)c1ncn[nH]1	1	1	0.8	-2	2	-1.3	-3	6	100	1
CC1=CC2=NC(=O)CC(C)(C(=O)N(CC(=O)NC3CCCC3)Cc3ccccc3)N2C=C1 (configuration not stated)	-3	-11	0.1	-1	0	0.0	1	-6	93	-2
Cc1ccc2cc(C#N)c(NCCNC(=S)NCCCN(C)C)nc2c1C	-1	2	-5.5	2	8	-1.6	-2	41	101	0
COc1ccc(C(=O)N2CCN(Cc3cc(OC)c(O)c(OC)c3)CC2)cc1OC	-2	1	0.4	0	3	-0.2	-4	8	80	-5
COc1ccc(NC(=O)C(c2cc3c(cc2[N+](=O)[O-])OCO3)N(C)c2ccccc2)cc1 (configuration not stated)	-1	6	0.2	-3	0	0.7	0	48	99	3
N/C(=N\OC(=O)CCCOc1ccccc1)c1ccccn1	-2	1	1.6	1	-2	-2.8	-2	-1	92	0
O=c1cc(-c2ccccc2)nc(N2CCN(Cc3ccc4c(c3)OCO4)CC2)[nH]1	1	4	-0.4	1	4	-0.2	-1	1	·	0
Cc1cc(C)c(NC(=O)CN(C)C(=O)C2CC(=O)N(c3cccc4ccccc34)C2)c(C)c1 (configuration not stated)	-2	-1	0.4	8	0	-2.1	2	36	99	-1
C/C(=N\NC(=O)c1c(Br)c(C)nn1C)c1cccc(NC(=O)c2ccccc2C)c1	-3	1	-1.5	1	-3	-1.3	-3	23	92	1
CCOc1cc(C(=S)N2CCN(C)CC2)ccc1OCC(=O)N1CCCC1	-2	-4	0.2	0	1	-1.5	2	2	101	-2
CSCCC(NC(=O)COc1ccccc1)C(=O)N(C)Cc1ccc(F)cc1 (configuration not stated)	1	-11	1.5	·	3	-0.4	4	-2	100	5

Among those listed so far, these have bromine.
SMILES	DAGLB inh	RTF Ca sens inh	C-LANA FP	CAL PDZ FP-1	NSD2 HMT inh	CAL PDZ FP-2	Keap1-Nrf2 PPI	Arrestin-AP2 inh	DSG3 Ab inh	V-ATPase pHluor
O=C(N/N=C/c1cccc(OC(=O)c2cccc(Br)c2)c1)c1cccnc1	-1	-3	1.0	-5	0	-4.5	3	-3	99	1
O=C(c1ccco1)N1N=C(c2ccc(Br)cc2)CC1c1ccco1 (configuration not stated)	-11	-7	0.2	0	-1	-1.9	-1	-14	·	3
C/C(=N\NC(=O)c1c(Br)c(C)nn1C)c1cccc(NC(=O)c2ccccc2C)c1	-3	1	-1.5	1	-3	-1.3	-3	23	92	1

Following part:
SMILES	DAGLB inh	RTF Ca sens inh	C-LANA FP	CAL PDZ FP-1	NSD2 HMT inh	CAL PDZ FP-2	Keap1-Nrf2 PPI	Arrestin-AP2 inh	DSG3 Ab inh	V-ATPase pHluor
CCOC(=O)c1ccc(Cn2cnc3ccccc3c2=O)cc1	1	3	-0.5	-2	-2	-2.6	-1	4	96	2
COc1ccc(CN2C(=NC(=O)c3ccccc3)SC3CS(=O)(=O)CC32)cc1OC (configuration not stated)	-2	-3	0.6	5	·	1.3	2	26	·	0
CC(=O)Nc1ccc(S(=O)(=O)N2CCSC2c2ccccc2)cc1 (configuration not stated)	-5	-18	-1.8	2	1	-2.5	0	3	94	-1
O=C1CCC/C1=C/Nc1cccc(F)c1	-2	-2	0.1	-1	1	-1.4	-2	41	·	1
O=C(NNC1=NS(=O)(=O)c2ccccc21)C1CC(=O)N(c2ccccc2)C1 (configuration not stated)	1	1	-2.0	-8	-2	-1.7	-3	2	85	-4
COc1ccc(-n2ncc3c2CC(C)(C)CC3NC(=O)Cc2nonc2C)cc1 (configuration not stated)	-2	4	-0.5	-5	10	-1.2	-1	22	105	0
CN(CCOC(=O)/C=C/c1ccccc1)C(C)(C)C	-2	-1	0.2	-2	10	0.5	0	-5	101	-2
C[C@@H]1O[C@@H](O[C@H]2[C@H](Oc3cc(O)c4c(c3)O[C@H](c3ccc(O)cc3)CC4=O)O[C@H](CO)[C@@H](O)[C@@H]2O)[C@H](O)[C@H](O)[C@H]1O	0	4	-0.5	-3	·	0.2	-3	-2	106	1
O=C(NNC(=S)NC1CCCCC1)c1ccc2c(c1)OCO2	2	-10	-0.2	-5	0	-2.1	-5	-3	129	4
O=C(O)COCC(=O)N1CCc2c([nH]c3ccccc23)C1C(F)(F)F (configuration not stated)	-1	-9	3.1	-2	-3	-0.1	1	-20	92	0

Fetched one by one from above (3):
SMILES	DAGLB inh	RTF Ca sens inh	C-LANA FP	CAL PDZ FP-1	NSD2 HMT inh	CAL PDZ FP-2	Keap1-Nrf2 PPI	Arrestin-AP2 inh	DSG3 Ab inh	V-ATPase pHluor
COc1ccc(CN2C(=NC(=O)c3ccccc3)SC3CS(=O)(=O)CC32)cc1OC (configuration not stated)	-2	-3	0.6	5	·	1.3	2	26	·	0
CC(=O)Nc1ccc(S(=O)(=O)N2CCSC2c2ccccc2)cc1 (configuration not stated)	-5	-18	-1.8	2	1	-2.5	0	3	94	-1
O=C(NNC(=S)NC1CCCCC1)c1ccc2c(c1)OCO2	2	-10	-0.2	-5	0	-2.1	-5	-3	129	4

The results go on:
SMILES	DAGLB inh	RTF Ca sens inh	C-LANA FP	CAL PDZ FP-1	NSD2 HMT inh	CAL PDZ FP-2	Keap1-Nrf2 PPI	Arrestin-AP2 inh	DSG3 Ab inh	V-ATPase pHluor
CCn1c(SCC(=O)N2CCN(c3cccc(Cl)c3)CC2)nc2ccccc2c1=O	-4	5	0.1	-1	-2	-1.6	-2	-3	95	1
CCc1cc(=O)oc2cc(OCc3nn[nH]n3)ccc12	0	4	1.2	1	1	-0.6	0	-5	108	-2
Cc1ccc(S(=O)(=O)N2CCN(C(=O)COC(=O)CCc3ccccc3)CC2)c(C)c1	-7	-2	1.2	·	1	-0.2	-2	0	94	0
COc1cccc(Cn2nnc(C(=O)NCc3ccc(F)cc3)c2N)c1	1	-3	1.1	-1	·	0.1	0	5	108	0
Cc1ccc(CSCC(=O)N(C)CC(=O)Nc2ccccc2C(F)(F)F)cc1	-3	-11	0.4	0	31	-2.4	-3	-1	110	0
O=C(NCc1ccco1)C(c1ccc(F)cc1)N(Cc1cccnc1)C(=O)Cn1nnc2ccccc21 (configuration not stated)	-1	0	-0.7	-7	2	-1.5	-2	4	101	2
O=C(CCc1nnc(CCc2c[nH]c3ccccc23)o1)NC1CCC1	-1	-7	-0.7	-4	-5	15	-2	-9	100	1
CC(C)CC1Nc2ncnc(N3CCOCC3)c2N(Cc2ccc(Cl)cc2)C1=O (configuration not stated)	2	-1	1.8	-7	·	-1.6	2	-3	101	2
Cc1cc(OCCCn2ccnc2)ccc1[N+](=O)[O-]	0	4	25	1	2	-0.3	-9	3	116	2
Cc1ccsc1C1C(C#N)=C(N)OC2=C1C(=O)CCC2 (configuration not stated)	3	-4	1.4	-5	0	-2.0	-1	-1	104	5
COCCCn1c(C)nnc1SCC(=O)Nc1cccc(C)c1	0	-16	1.3	0	-5	-0.7	-7	2	95	-3
N#Cc1cnn2c(-c3ccc(Cl)cc3Cl)ccnc12	·	·	1.2	-2	-2	-0.1	-3	-21	110	-1
CCOC(=O)C1=C(C)OC(N)=C(C#N)C1c1cc(F)ccc1F (configuration not stated)	-4	-4	0.3	-4	-1	-2.2	6	-7	95	-3
CCCOc1c(OC)cccc1C1CC(=O)Nc2cc3c(cc21)OCO3 (configuration not stated)	3	0	0.8	-1	7	-1.1	-2	-6	103	2
CCN(CC)C(=O)[C@H]1CC(CC(=O)NCCCN(C)C)C(=O)N2CCc3c([nH]c4ccccc34)[C@]12C (some centres not stated)	-3	1	0.5	-3	·	-0.1	-4	-7	100	1
Cc1nc2ccccn2c1C(=O)N/N=C/c1ccccc1[N+](=O)[O-]	-3	-4	-0.3	0	-1	-1.7	1	14	95	2
COc1ccc(N2C(=O)C(Cc3ccccc3)NC2=S)cc1 (configuration not stated)	0	-4	-0.4	-3	0	-1.8	-3	-7	100	0
O=C(COc1ncnc2sccc12)Nc1cccc(S(=O)(=O)N2CCCC2)c1	-1	-2	1.2	3	3	-0.2	1	1	87	0
Cc1ccc2nc(SCC(=O)c3ccc4c(c3)NC(=O)CO4)[nH]c2c1	-1	2	-1.7	-5	-2	-0.5	6	-6	100	-1

This is a subset; rates above refer to the full screens.
